West Nile virus CPE = West Nile virus antiviral activity, cell-based, CPE readout (AID 1621); West Nile virus-infected cells, CPE inhibition; higher % means a stronger effect; one-dose CPE inhibition, % at 10 µM; IC50 in µM for titrated hits; hit rate 0.02% among 290,000; in the data active = a potency from the dose series; note: strong numbers were not always called active
KOR beta-arrestin-1 = KOR antagonists, beta-arrestin recruitment, cell-based, luminescence, uHTS (AID 1778); Kappa-type opioid receptor (Homo sapiens); KOR beta-arrestin recruitment, luminescence, antagonist mode; higher % means a stronger effect; one-dose inhibition, % at 10 µM; IC50 in µM for titrated hits; hit rate 0.091% among 290,000; in the data active = inhibition above about 50%; note: strong numbers were not always called active
GPR55 beta-arrestin = GPR55 agonists via beta-arrestin recruitment, primary screen, imaging, U2OS cells, beta-arrestin-GFP redistribution (AID 1961); G-protein coupled receptor 55 (Homo sapiens); U2OS GPR55 beta-arrestin-GFP redistribution imaging; higher % means a stronger effect; activation, % at 10 µM, or EC50 in µM where a hit was titrated; hit rate 0.048% among 290,000;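 active = activation above 40% with more than 50 cells counted in the well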;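 note: U2OS osteosarcoma cells stably expressing GPR55 and beta-arrestin-GFP; plate controls were DMSO negative control for no effect and LPI positive control for full effect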
NTR1 ag = agonists of NTR1, primary screen, imaging, U2OS cells, beta-arrestin-GFP, high content (AID 493036); NTR1-U2OS beta-arrestin-GFP spot imaging, agonist mode; activation, % at 20 µM; hit rate 0.17% among 330,000;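 active = activation at or above 40% of the spot to cytoplasm intensity ratio, with at least 20 cells analyzed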;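 note: 0% = DMSO without peptide and 100% = 100 nM NTR1 peptide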
Target sequence (P30989 whole entry, looked up): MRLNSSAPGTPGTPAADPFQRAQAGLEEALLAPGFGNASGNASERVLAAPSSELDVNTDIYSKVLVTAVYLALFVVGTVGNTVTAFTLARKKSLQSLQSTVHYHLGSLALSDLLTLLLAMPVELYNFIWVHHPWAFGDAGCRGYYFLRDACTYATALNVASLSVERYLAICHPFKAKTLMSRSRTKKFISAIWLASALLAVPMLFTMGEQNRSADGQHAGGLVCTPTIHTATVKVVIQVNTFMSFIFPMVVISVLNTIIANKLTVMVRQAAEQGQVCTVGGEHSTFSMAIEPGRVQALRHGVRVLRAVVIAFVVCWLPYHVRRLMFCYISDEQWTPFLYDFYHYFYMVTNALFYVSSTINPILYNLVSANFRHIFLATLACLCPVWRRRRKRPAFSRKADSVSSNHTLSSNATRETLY
GPR55 antagonists = GPR55 antagonists blocking LPI-driven arrestin recruitment, primary screen, imaging, U2OS, beta-arrestin-GFP, LPI agonist (AID 2013); inhibition, % at 10 µM; hits with a dose series show IC50 in µM; hit rate 0.13% among 290,000; U2OS GPR55 beta-arrestin-GFP translocation imaging, LPI antagonism; higher % means a stronger effect;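 active = spots per cell inhibited over 60%, with over 100 cells counted and total cytoplasm intensity under 500,000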;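 note: U2OS cells stably carrying GPR55 and arrestin-GFP stimulated by 5 µM LPI near EC80; imaged beta-arrestin-GFP aggregate spots per cell after agonist stimulation; plate controls were LPI-stimulated DMSO wells for no effect and DMSO wells without LPI for full effect; some results filed as inactive read as strong as hits; confirmed hits need IC50 under 10 µM and bright autofluorescent wells are also inconclusive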
KOR beta-arrestin-2 = KOR agonists, beta-arrestin recruitment, primary screen, cell-based, luminescence, uHTS (AID 1777) | Kappa-type opioid receptor (Homo sapiens) | KOR beta-arrestin recruitment, luminescence; higher % means a stronger effect | one-dose activation, % at 10 µM; EC50 in µM for titrated hits | hit rate 0.02% among 280,000; in the data active = activation above about 50%, passing the limit was not always enough; note: a part of the inactive calls stands beside numbers as strong as those of hits
T cell HTS = modulators of CD8 T cell-vesicle binding, primary screen, mouse 2C CD8+ T cells, flow cytometry; 2C CD8+ T cell-vesicle binding; active compounds read low; calls only at 7 µM; hit rate 0.068% among 330,000;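 active = response, share of CD8 T cells binding vesicles, and their 90th percentile fluorescence all below set limits, cut at about 80% in these data, passing the limit was not always enough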
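Assay system – 2C mouse CD8+ T cells · Also added – QL9-loaded Drosophila micro-vesicles · Timing – Cell–vesicle co-incubation 1.5 h at 37 °C, staining 20 min on ice · Signal – flow cytometry of vesicle-bound cells · Measure – percent CD8+ FL2 mean versus row control · Controls – Peptide-free naked vesicles (low) and QL9 vesicles with 0.7% DMSO vehicle (high)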
Salmonella PhoP GFP = inhibitors of PhoP regulon expression, primary screen, Salmonella Typhimurium, GFP reporter (AID 1863); S. Typhimurium PhoP-regulated promoter GFP reporter, 4 h; higher % means a stronger effect; one-dose inhibition, % at 50 µM; IC50 in µM for titrated hits; hit rate 0.16% among 300,000;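 active = inhibition over 29.93%, a cutoff 3 SD above the screen mean, later confirmed by dose response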;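 note: 0% = low Mg2+ inducing control and 100% = high Mg2+ repressing control; strong numbers were not always called active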
GPR35 antagonists = GPR35 antagonists blocking zaprinast-driven arrestin recruitment, primary screen, imaging, U2OS, beta-arrestin-GFP, zaprinast agonist (AID 2058); inhibition, % at 10 µM, or IC50 in µM where a hit was titrated; hit rate 0.052% among 290,000; G-protein coupled receptor 35 (Homo sapiens); U2OS GPR35 beta-arrestin-GFP translocation imaging, zaprinast antagonism; higher % means a stronger effect;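 active = inhibition of at least 50% with at least 30 cells and total cytoplasm GFP at most 10,000,000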
T cell HTS vesicle-bound % = also measured in T cell HTS; calls as there; double positive events, %; measured here: CD8+ vesicle-bound cell fraction;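 binding gate set so that unloaded-vesicle control wells show 10% double positive cells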
NTR1 ag cell count 20 µM = second read-out of NTR1 ag, no call of its own (marks repeat the call); cell count; measured here: cell count, cytotoxicity flag
Numbers without * were called inactive; [ ] = another dose, or the depositor's remark.

Screening Cc1ccnc(NC(=O)CCS(=O)(=O)c2ccccc2)c1 returned West Nile virus CPE -0.3%, KOR beta-arrestin-1 -34%, GPR55 beta-arrestin -0.1%, NTR1 ag -0.2, GPR55 antagonists -13%, KOR beta-arrestin-2 0.8%, T cell HTS inactive, Salmonella PhoP GFP 1%, GPR35 antagonists 3%, T cell HTS vesicle-bound % 39 and NTR1 ag cell count 20 µM 49.
For C=CCNC(=O)c1sc(SC)cc1-c1ccc(Cl)cc1 the results were West Nile virus CPE -0.4%, KOR beta-arrestin-1 18%, GPR55 beta-arrestin -0.4%, NTR1 ag 2.2, GPR55 antagonists -2%, KOR beta-arrestin-2 -1.8%, T cell HTS inactive, Salmonella PhoP GFP -6%, GPR35 antagonists -3%, T cell HTS vesicle-bound % 8 and NTR1 ag cell count 20 µM 54.
Screening NC(N)=NC1=NC(=O)C(Cc2ccccc2)S1 (stereo unspecified) returned West Nile virus CPE 1.6%, KOR beta-arrestin-1 -42%[20 µM], GPR55 beta-arrestin -0.2%, NTR1 ag -1.1, GPR55 antagonists -4%, T cell HTS inactive, Salmonella PhoP GFP -2%, GPR35 antagonists 2%, T cell HTS vesicle-bound % 28 and NTR1 ag cell count 20 µM 67.
`Cc1cc(C)cc(OCc2nc(-c3cccnc3)no2)c1` gave West Nile virus CPE -0.6%, KOR beta-arrestin-1 -39%[20 µM], GPR55 beta-arrestin -0.1%, NTR1 ag -0.2, GPR55 antagonists 4%, T cell HTS inactive, Salmonella PhoP GFP 3%, GPR35 antagonists 14%, T cell HTS vesicle-bound % 24 and NTR1 ag cell count 20 µM 63.
`Cc1cc2nc(N)sc2cc1C` gave West Nile virus CPE -0.4%, KOR beta-arrestin-1 -13%, GPR55 beta-arrestin -0.4%, NTR1 ag 0.2, GPR55 antagonists -11%, KOR beta-arrestin-2 0.7%, T cell HTS inactive, Salmonella PhoP GFP 4%, GPR35 antagonists 5%, T cell HTS vesicle-bound % 42 and NTR1 ag cell count 20 µM 54.
`CS(=O)(=O)c1ccccc1C(=O)Nc1ccccc1Cc1ccccc1` gave West Nile virus CPE -0.6%, KOR beta-arrestin-1 -24%, GPR55 beta-arrestin -0.2%, NTR1 ag 1.5, GPR55 antagonists 2%, KOR beta-arrestin-2 -5.4%, T cell HTS inactive, Salmonella PhoP GFP -2%, GPR35 antagonists 6%, T cell HTS vesicle-bound % 25 and NTR1 ag cell count 20 µM 66.
For C=C(C)c1cccc(C(C)(C)NC(=O)Nc2nnc(C(C)C)s2)c1 the results were West Nile virus CPE -0.4%, KOR beta-arrestin-1 22%, GPR55 beta-arrestin -0.1%, NTR1 ag 1.9, GPR55 antagonists 0%, KOR beta-arrestin-2 2.1%, T cell HTS inactive, Salmonella PhoP GFP -7%, GPR35 antagonists -4%, T cell HTS vesicle-bound % 46 and NTR1 ag cell count 20 µM 42.
`N#Cc1ccc(CN2CCN(C(=O)CC(NC(=O)c3ccccc3)c3ccccc3)CC2)cc1` (stereo unspecified) gave West Nile virus CPE -0.9%, KOR beta-arrestin-1 13%, GPR55 beta-arrestin 0.5%, NTR1 ag -0.2, GPR55 antagonists 0%, KOR beta-arrestin-2 -0.3%, T cell HTS inactive, Salmonella PhoP GFP 1%, GPR35 antagonists 1%, T cell HTS vesicle-bound % 50 and NTR1 ag cell count 20 µM 49.
O=C(O)CCCCCCC1C(=O)NC(=O)N1CCC(O)C1CCCCC1 (stereo unspecified) was read as West Nile virus CPE 0.6%, KOR beta-arrestin-1 -56%, GPR55 beta-arrestin -0.2%, NTR1 ag 2.1, GPR55 antagonists 1%, KOR beta-arrestin-2 5.8%, T cell HTS inactive, Salmonella PhoP GFP 0%, GPR35 antagonists -4%, T cell HTS vesicle-bound % 64 and NTR1 ag cell count 20 µM 62.
For COc1ccc(OC)c(C2CC(=O)N3CN(c4cccc(Cl)c4C)CSC3=C2C#N)c1 (stereo unspecified) the results were West Nile virus CPE 1.0%, KOR beta-arrestin-1 -10%, GPR55 beta-arrestin -0.2%, NTR1 ag 0.6, GPR55 antagonists 5%, KOR beta-arrestin-2 0.3%, T cell HTS inactive, GPR35 antagonists 11%, T cell HTS vesicle-bound % 34 and NTR1 ag cell count 20 µM 95.
For Cc1ccc(C(=O)Nc2ccc(Cl)cc2C)c(Cl)c1 the results were West Nile virus CPE -0.7%, KOR beta-arrestin-1 -22%, GPR55 beta-arrestin 0.6%, NTR1 ag 2.6, GPR55 antagonists 10%, KOR beta-arrestin-2 -0.9%, T cell HTS inactive, Salmonella PhoP GFP 6%, GPR35 antagonists -10%, T cell HTS vesicle-bound % 42 and NTR1 ag cell count 20 µM 58.
Screening CC(=O)c1ccc(CC2SC(N)=NC2=O)cc1 (stereo unspecified) returned West Nile virus CPE 0.4%, KOR beta-arrestin-1 80%[20 µM], GPR55 beta-arrestin -0.1%, NTR1 ag 1.6, GPR55 antagonists -4%, KOR beta-arrestin-2 5.9%, T cell HTS inactive, Salmonella PhoP GFP -4%, GPR35 antagonists 0%, T cell HTS vesicle-bound % 38 and NTR1 ag cell count 20 µM 63.
`CCOc1ccc(-c2ccc(SCC(=O)N3CCOCC3)nn2)cc1` gave West Nile virus CPE 0.2%, KOR beta-arrestin-1 -30%, GPR55 beta-arrestin 0.2%, NTR1 ag 2.8, GPR55 antagonists -22%, KOR beta-arrestin-2 -0.3%, T cell HTS inactive, Salmonella PhoP GFP -2%, GPR35 antagonists 8%, T cell HTS vesicle-bound % 44 and NTR1 ag cell count 20 µM 77.
Screening CSCC(=O)N1CCC(n2nccc2NC(=O)CCCc2ccccc2)CC1 returned West Nile virus CPE 0.0%, KOR beta-arrestin-1 31%, GPR55 beta-arrestin 0.0%, NTR1 ag 0.5, GPR55 antagonists 15%, KOR beta-arrestin-2 0.0%, T cell HTS inactive, Salmonella PhoP GFP 4%, GPR35 antagonists 1%, T cell HTS vesicle-bound % 23 and NTR1 ag cell count 20 µM 63.
Nc1ccc(Br)cc1C(=O)O was read as West Nile virus CPE 0.5%, KOR beta-arrestin-1 -1%, GPR55 beta-arrestin -0.2%, NTR1 ag 0.3, GPR55 antagonists -2%, KOR beta-arrestin-2 -2.0%, T cell HTS inactive, Salmonella PhoP GFP -30%, GPR35 antagonists 12%, T cell HTS vesicle-bound % 51 and NTR1 ag cell count 20 µM 74.
`CC(=O)N1CCN(c2ccc(NC(=O)c3ccco3)cc2)CC1` gave West Nile virus CPE -0.2%, KOR beta-arrestin-1 -23%, GPR55 beta-arrestin -0.1%, NTR1 ag -0.2, GPR55 antagonists -1%, KOR beta-arrestin-2 -2.5%, T cell HTS inactive, Salmonella PhoP GFP -3%, GPR35 antagonists 11%, T cell HTS vesicle-bound % 21 and NTR1 ag cell count 20 µM 59.
For COc1ccccc1NC(=O)Cc1csc(NC(=S)Nc2ccccc2)n1 the results were West Nile virus CPE 1.6%, KOR beta-arrestin-1 -21%, GPR55 beta-arrestin 0.4%, NTR1 ag 10, GPR55 antagonists 37%, KOR beta-arrestin-2 1.7%, T cell HTS inactive, Salmonella PhoP GFP 3%, GPR35 antagonists -12%, T cell HTS vesicle-bound % 29 and NTR1 ag cell count 20 µM 90.
`CCOc1nc(C)ccc1-c1noc(C)n1` gave West Nile virus CPE -0.2%, KOR beta-arrestin-1 -26%, GPR55 beta-arrestin -0.2%, NTR1 ag -0.1, GPR55 antagonists -10%, KOR beta-arrestin-2 -5.7%, Salmonella PhoP GFP -6%, GPR35 antagonists -1% and NTR1 ag cell count 20 µM 46.
`O=C(NN1C(=O)C2C3C=CC(O3)C2C1=O)c1ccccc1` (stereo unspecified) gave West Nile virus CPE 0.8%, KOR beta-arrestin-1 -18%, GPR55 beta-arrestin 0.8%, NTR1 ag -1.6, GPR55 antagonists 2%, KOR beta-arrestin-2 5.3%, T cell HTS inactive, Salmonella PhoP GFP -10%, GPR35 antagonists 12%, T cell HTS vesicle-bound % 11 and NTR1 ag cell count 20 µM 36.
`Brc1cc(/C=N/n2cnnc2)oc1Br` gave West Nile virus CPE 0.1%, KOR beta-arrestin-1 -32%, GPR55 beta-arrestin -0.3%, NTR1 ag 0.5, GPR55 antagonists 2%, KOR beta-arrestin-2 2.1%, T cell HTS inactive, Salmonella PhoP GFP 6%, GPR35 antagonists 0%, T cell HTS vesicle-bound % 38 and NTR1 ag cell count 20 µM 90.
`Cc1ccc2c(c1)NC(C(C)(C)C)CO2` (stereo unspecified) gave West Nile virus CPE 0.3%, KOR beta-arrestin-1 -14%, GPR55 beta-arrestin 0.0%, NTR1 ag -0.6, GPR55 antagonists 11%, KOR beta-arrestin-2 3.3%, T cell HTS inactive, Salmonella PhoP GFP -4%, GPR35 antagonists 8%, T cell HTS vesicle-bound % 46 and NTR1 ag cell count 20 µM 53.
Screening CCn1c(SCC(=O)N2CCCc3ccccc32)nc2c1c(=O)n(C)c(=O)n2C returned West Nile virus CPE -0.5%, KOR beta-arrestin-1 6%, GPR55 beta-arrestin 0.6%, NTR1 ag 1.5, GPR55 antagonists 11%, KOR beta-arrestin-2 -1.6%, T cell HTS inactive, Salmonella PhoP GFP -12%, GPR35 antagonists 3%, T cell HTS vesicle-bound % 34 and NTR1 ag cell count 20 µM 59.
Cc1cccc(Cn2cccc2/C=C2/C(=N)N3C=CSC3=NC2=O)c1 was read as West Nile virus CPE 1.2%, KOR beta-arrestin-1 29%, GPR55 beta-arrestin -0.4%, NTR1 ag -0.2, GPR55 antagonists 10%, KOR beta-arrestin-2 -4.4%, T cell HTS inactive, Salmonella PhoP GFP 13%, GPR35 antagonists 0%, T cell HTS vesicle-bound % 16 and NTR1 ag cell count 20 µM 70.
For CC(=O)Oc1ccc(/C=C2/CCc3ccccc3C2=O)cc1 the results were West Nile virus CPE 0.1%, KOR beta-arrestin-1 28%, GPR55 beta-arrestin -0.1%, NTR1 ag 0.7, GPR55 antagonists -16%, KOR beta-arrestin-2 2.2%, T cell HTS inactive, Salmonella PhoP GFP 0%, GPR35 antagonists -6%, T cell HTS vesicle-bound % 22 and NTR1 ag cell count 20 µM 47.

Compound activity: PubChem BioAssay, several laboratories
